MEKK3 PB1 HTS – raises or lowers MEK5 binding to the human MEKK3 PB1 domain; AID 1529; Q99759; bead-based flow cytometry, Alexa488-MEK5 binding to MEKK3; actives lie on both sides; 0 = blocked by unlabeled MEK5, 100 = vehicle; binding response (% of control), % at 10 µM; actives 1.4% (n = 290,000);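 active = binding response more than 3 SD above or below the average of its plate-row segment, actives on both sides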;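 also: Alexa488 bead fluorescence after subtracting the streptavidin-only scavenger bead signal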
Target sequence (Q99759 whole entry, looked up, the tested form may be a part): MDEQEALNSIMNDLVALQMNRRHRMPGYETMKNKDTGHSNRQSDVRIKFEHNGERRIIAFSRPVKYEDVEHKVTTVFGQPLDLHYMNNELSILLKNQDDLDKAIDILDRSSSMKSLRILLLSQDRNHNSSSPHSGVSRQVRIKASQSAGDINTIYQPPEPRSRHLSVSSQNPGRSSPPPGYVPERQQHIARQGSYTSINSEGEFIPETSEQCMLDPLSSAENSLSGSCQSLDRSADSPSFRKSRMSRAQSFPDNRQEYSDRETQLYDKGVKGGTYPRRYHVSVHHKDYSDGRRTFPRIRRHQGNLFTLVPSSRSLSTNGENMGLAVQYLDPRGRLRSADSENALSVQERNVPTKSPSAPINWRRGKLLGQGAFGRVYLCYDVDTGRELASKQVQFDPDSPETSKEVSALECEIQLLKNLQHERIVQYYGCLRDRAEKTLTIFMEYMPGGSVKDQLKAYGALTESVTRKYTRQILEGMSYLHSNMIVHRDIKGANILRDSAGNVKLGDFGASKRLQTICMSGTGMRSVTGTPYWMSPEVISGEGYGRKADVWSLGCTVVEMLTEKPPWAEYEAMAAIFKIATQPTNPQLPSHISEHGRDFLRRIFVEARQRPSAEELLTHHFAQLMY
DNA FID counter – displaces DNA intercalator in HCV helicase counter-screen | DNA fluorescent intercalator displacement, fluorescence | inhibition, % at 7.9 µM | actives 0.17% (n = 290,000); in the data active = inhibition above about 37%;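 also: 0% = vehicle and 100% = reference compound; higher means more ethidium bromide displaced from hairpin DNA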
IDE cell activ – activators of human insulin-degrading enzyme in cells; P14735; HEK cells, FAbeta-B cleavage, fluorescence polarization; 0% vehicle, 100% cell-free pure enzyme wells; activation, % at 5.96 µM; actives 0.073% (n = 340,000);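 active = activation above the mean of all tested compounds plus 3 SD, set per screening campaign, cut at about 17% in these data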
IMP-1 inhibitor – blocks Pseudomonas aeruginosa IMP-1 metallo-beta-lactamase. purified IMP-1, nitrocefin hydrolysis, epi-absorbance fluorescence. actives 0.45% (n = 290,000). AID 1556. inhibition, % at 5.6 µM;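 active = inhibition above the mean plus 3 SD of all compounds in the same screening run, cut at about 4.5% in these data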;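 also: 0% = IMP-1 with DMSO and 100% = DMSO wells lacking enzyme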
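Material – recombinant IMP-1 enzyme, purified · Amount – IMP-1 0.2 nM before substrate addition · Medium – HEPES buffer pH 7.1 with ZnSO4 and Brij 35 · Timing – 25 °C, 15 min preincubation, 25 min reaction · Measured by – plate fluorescence quenching by hydrolysis product, ex 480/em 530 nm · Read-out – percent enzyme inhibition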
HCV NS3 hel inh – inhibitors of Hepatitis C virus NS3 helicase | NS3 helicase DNA unwinding, Cy5 molecular beacon fluorescence | actives 0.56% (n = 290,000) | inhibition, % at 10.9 µM;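 active = inhibition above the mean of all tested compounds plus 3 SD, set per campaign, cut at about 35% in these data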;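 also: 0% = DMSO wells and 100% = thioflavine S control wells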
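System: Hepatitis C virus NS3 helicase domain fragment enzyme | Reagent: Annealed dual-labelled DNA beacon duplex, ATP-started | Compound dosing: 10.9 µM single point, 0.8% DMSO | Incubation: 1 h reaction at 25 °C, ATP-initiated | Technique: Cy5 fluorescence | Evaluation: Percent inhibition from t60/t0 fluorescence ratio | Benchmarks: Low DMSO, high thioflavine S at 110 µM | Replication: Singlicate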
SUMO HTRF inh – SUMOylation inhibition; inhibition, % at 35 µM; HTRF SUMOylation assay, SAE1/SAE2 + UBC9, in vitro; actives 0.36% (n = 290,000); AID 2006; in the data active = inhibition above about 50%, passing the limit was not always enough; also: strong numbers were not always called active
Target sequence (P63279 whole entry, looked up): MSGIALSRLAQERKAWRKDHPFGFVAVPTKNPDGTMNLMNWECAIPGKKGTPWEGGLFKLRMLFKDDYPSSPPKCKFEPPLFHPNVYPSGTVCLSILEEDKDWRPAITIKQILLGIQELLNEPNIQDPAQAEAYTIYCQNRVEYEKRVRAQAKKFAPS
PHOSPHO1 inh – PHOSPHO1 (human) inhibition; recombinant PHOSPHO1, absorbance phosphatase assay; actives 1.1% (n = 290,000); inhibition, % at 13.3 µM; AID 1565; in the data active = inhibition above about 60%
Target sequence (Q8TCT1 whole entry, looked up): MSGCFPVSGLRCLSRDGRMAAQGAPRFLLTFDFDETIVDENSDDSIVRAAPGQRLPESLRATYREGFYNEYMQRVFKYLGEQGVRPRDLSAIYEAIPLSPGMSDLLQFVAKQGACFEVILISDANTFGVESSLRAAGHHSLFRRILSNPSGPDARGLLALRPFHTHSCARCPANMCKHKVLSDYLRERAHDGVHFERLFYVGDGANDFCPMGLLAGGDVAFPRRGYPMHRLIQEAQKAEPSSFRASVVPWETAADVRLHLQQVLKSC
VIM-2 inh – inhibitors of Pseudomonas aeruginosa VIM-2 metallo-beta-lactamase | inhibition, % at 5.6 µM | actives 0.89% (n = 290,000) | AID 1527 | purified VIM-2, nitrocefin hydrolysis, epi-absorbance fluorescence;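 active = inhibition above the mean of all tested compounds plus 3 SD, cutoff set per screening run, cut at about 7.5% in these data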;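 also: red hydrolysis product quenches plate fluorescence so inhibitors raise well fluorescence; 0% = enzyme with DMSO and 100% = DMSO without enzyme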
pCIP destab – lowers stability of the mouse p/CIP coactivator protein | F442A p/CIP-EGFP cells, EGFP fluorescence, 16 h | actives 0.01% (n = 290,000) | decrease of EGFP signal, % at 10 µM;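 active = EGFP signal decrease of at least 30% at 10 µM or well 3 SD below plate mean, unless failing retest; inactive = the rest, including hits failing retest or dose response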; also: some compounds called inactive have numbers as strong as hits; many of its hits are not listed in these tables
An asterisk follows results filed as active; . = no result given; [ ] = another dose, or the depositor's remark. An excerpt; the hit share may differ from the screen's.

SMILES	MEKK3 PB1 HTS	DNA FID counter	IDE cell activ	IMP-1 inhibitor	HCV NS3 hel inh	SUMO HTRF inh	PHOSPHO1 inh	VIM-2 inh	pCIP destab
O=C(c1ccncc1)N1CCN(S(=O)(=O)c2ccc(F)cc2)CC1	101	-5	4	-1.5	4	7	37	-2.6	-20
COc1cccc(/C=C/C(=O)c2ccc(NS(=O)(=O)c3ccc(C)cc3)cc2)c1	108	-11	7	-3.6	-12	-14	-1	-5.6	-5
COc1ccc(/C=N/NC(=O)c2nnn(-c3nonc3N)c2CN(C)c2ccccc2)cc1	100	-32	1	-1.4	-12	-4	-28	-0.2	-26
CC(=O)NC(=S)Nc1cc(C(F)(F)F)ccc1N1CCOCC1	94	-12	2	-3.1	6	-16	-24	-2.9	0
O=C(c1ccc2c(c1)OCO2)N1CCN(c2ccccc2F)CC1	100	-10	-6	-2.9	0	3	16	-1.9	-5
COC(=O)c1cccc(NC(=O)Cn2cnc3ccccc3c2=O)c1	109	-7	2	0.8	10	-1	-7	-2.1	-7
CC(C)[C@H](NC(=O)N1CCn2c1nc1ccccc12)C(=O)N[C@H](Cc1ccccc1)C(=O)O	99	-29	6	0.5	2	-2	-13	-2.8	3
CC(C)c1ccc(N(C(=O)C(F)(F)F)C(C(=O)NC2CCCCC2)c2ccncc2)cc1 (stereo unspecified)	100	-1	-3	-3.0	6	12	30	-1.7	-8
O=C(CNC(=O)c1ccncc1)N/N=C/c1ccc(Br)cc1	97	-10	-8	-3.1	-12	2	32	-3.4	-5
Cc1sc(NC(=O)/C=C/c2ccc3c(c2)OCO3)nc1-c1ccccc1	98	8	2	-1.4	-8	-9	-4	-0.7	-2
CCOC(=O)c1c(NC(=O)CCC(=O)O)sc2c1CCCCC2	94	-39	-1	-1.1	17	9	4	-0.6	-11
CCOC(=O)c1ccc(NC(=O)CCc2nc(-c3ccc(C)cc3)no2)cc1	104	-7	-11	-2.8	-16	-2	-25	-2.4	-1
COc1ccc(CCN2CC(C(=O)NCCCn3nc(C)cc3C)CCC2=O)cc1 (stereo unspecified)	96	-34	4	0.1	-7	.	1	1.4	-5
CN(c1ccc(C(=O)Nc2ccc3c(c2)OCO3)cc1)S(C)(=O)=O	111	-2	8	-2.2	-1	-10	43	-2.8	-3
CCN(CC)C(=O)CSCC(=O)Nc1ccccc1	106	0	3	-3.4	4	7	16	-3.2	-15
Cc1nn(C)cc1CN(C)C(=O)c1nn2c(c1Cl)NC(c1cccs1)CC2C(F)(F)F (stereo unspecified)	110	-40	2	-3.3	-10	13	20	-3.1	-23
CCOc1ccc(C(=O)N2CCN(S(=O)(=O)c3cccs3)CC2)c(OCC)c1	93	-28	5	-1.1	-5	-6	-1	-0.2	-6
CCc1cc(-c2[nH]ncc2-c2ccc(OC)cc2)c(O)cc1O	107	-4	0	-1.9	-10	-6	24	-3.2	-16
C(=N\Nc1ccccc1)/c1nc2ccccc2s1	71	1	1	1.8	9	6	25	3.0	-5
COc1ccccc1Cn1c(C)nc2ccccc21	117	-8	.	-2.9	7	2	37	-3.2	-9

An excerpt from above in order of their number in IDE cell activ, smallest number first:
mol	IDE cell activ
CCOC(=O)c1c(NC(=O)CCC(=O)O)sc2c1CCCCC2	-1
Cc1nn(C)cc1CN(C)C(=O)c1nn2c(c1Cl)NC(c1cccs1)CC2C(F)(F)F (stereo unspecified)	2
CCN(CC)C(=O)CSCC(=O)Nc1ccccc1	3

Whole records, quoted from the list. Order of values: MEKK3 PB1 HTS | DNA FID counter | IDE cell activ | IMP-1 inhibitor | HCV NS3 hel inh | SUMO HTRF inh | PHOSPHO1 inh | VIM-2 inh | pCIP destab
C(=N\Nc1ccccc1)/c1nc2ccccc2s1 is entered as 71 | 1 | 1 | 1.8 | 9 | 6 | 25 | 3.0 | -5
CCOC(=O)c1ccc(NC(=O)CCc2nc(-c3ccc(C)cc3)no2)cc1 is entered as 104 | -7 | -11 | -2.8 | -16 | -2 | -25 | -2.4 | -1

(listing goes on)
SMILES	MEKK3 PB1 HTS	DNA FID counter	IDE cell activ	IMP-1 inhibitor	HCV NS3 hel inh	SUMO HTRF inh	PHOSPHO1 inh	VIM-2 inh	pCIP destab
CCOc1ccc2oc(-c3ccccc3)c(C(=O)N(C)C)c2c1	98	-18	1	-1.5	2	9	3	-1.3	5
CSc1nc(Oc2ccc(C)cc2)cc(C(F)(F)F)n1	100	3	2	0.5	1	-10	-6	4.2	11
CS(=O)(=O)c1ccc2nc(NC(=O)c3ccc(=O)[nH]c3)sc2c1	96	-10	7	-2.1	-6	29	39	-0.8	-7
N#Cc1c(N)nc2c(c1-c1ccccc1)CCCC2	98	-10	-11	-1.4	-4	9	7	-0.6	-10
COc1ccccc1NC(=O)N1CCCC1C(=O)NCc1ccccc1F (stereo unspecified)	105	-3	3	-2.0	2	3	-13	-1.0	-12
O=C(Cc1ccc(-n2c(=S)[nH]c3ccccc3c2=O)cc1)N1CCN(c2ccccc2)CC1	100	-33	-16	-4.8	1	0	25	-3.3	-2
CCOc1ccc(-n2c(SCC(=O)Nc3cc(C(=O)O)ccc3Cl)nc3ccccc3c2=O)cc1	103	-18	-4	-2.1	-9	9	-2	-3.9	-5
Cc1ccc(CCN2C(=O)c3ccccc3C2C(=O)NCc2cccnc2)cc1 (stereo unspecified)	114	-30	-3	-3.6	8	12	-9	-3.9	7
Nc1ccc2oc(-c3cccc(Br)c3)nc2c1	106	0	-4	1.3	-1	47	6	0.7	-7
CCc1cc2cc(C(=O)Nc3ccc(C)cc3)sc2s1	101	-1	5	-5.5	15	8	22	-1.9	9
Cc1ccsc1/C=N/NC(=O)CNC(=O)c1ccco1	99	-4	-4	-1.9	8	13	-17	-2.5	-1
Cc1ccc(S(=O)(=O)Cn2nnnc2C(C(C)C)N2CCN(c3nc4ccccc4s3)CC2)cc1 (stereo unspecified)	93	-9	0	-1.6	2	13	-2	-0.4	0
O/N=C1\CCCc2ccccc21	102	1	3	-3.3	10	11	20	-1.6	10
O=C(CC(c1ccccc1)c1cc(Br)ccc1O)N1CCCCC1 (stereo unspecified)	102	-27	1	-4.0	2	-4	24	-1.8	-6
O=C(CN1C(=O)C2C3CC(C(Br)C3Br)C2C1=O)N1CCN(Cc2ccccc2)CC1 (stereo unspecified)	95	-12	6	-2.6	-6	32	13	-1.6	-14
CCOC(=O)C1(C)C=C(Nc2ccc(NC(C)=O)cc2)C(=O)N1c1ccc(NC(C)=O)cc1 (stereo unspecified)	99	-39	-2	-2.2	3	4	-4	-2.2	7
COc1ccc(/C=C2\SC(=S)N(CCCC(=O)N3CCOCC3)C2=O)cc1OC	100	-18	2	-1.6	-4	-1	43	-1.1	-16
NC(=O)CCN1CCN(CCOC2Cc3cc(Cl)ccc3Sc3ccccc32)CC1 (stereo unspecified)	93	9	0	-2.8	-59	-6	-15	-2.9	-1
COc1ccc(Cn2c(=O)[nH]c3cc(C(=O)Nc4ccc(N5CCN(C)CC5)cc4)ccc32)cc1	93	13	5	-1.9	-54	9	-16	16*	-18
CCc1cc(-c2[nH]ncc2-c2ccc([N+](=O)[O-])cc2)c(O)cc1OC	103	10	-3	-1.4	-6	-14	34	-2.2	-3
Cc1c(C(=O)N(C)CCn2ccnc2C)oc2c(F)cccc12	105	-5	1	-3.5	1	12	.	-2.4	14
COCCCNC(=O)c1cc(Nc2ccc(OC)cc2OC)nc2ccccc12	107	-14	3	-2.6	4	4	33	-3.0	-2
CCN(Cc1cc(=O)oc2cc(C)ccc12)c1ccccc1	108	-22	1	0.7	-4	3	19	-0.7	-6
O=C(CN1c2ccccc2Sc2ccccc21)NNC(=O)Nc1ccc(Cl)cc1	89	-1	-6	-3.7	-6	26	42	-4.8	-6
CCOc1ccc2nc(NCCNC(=O)CC)c(C#N)cc2c1	98	5	1	-3.0	6	35	32	-1.6	6
Cc1cc(=O)oc(C)c1C(=O)NCc1ccco1	106	-10	5	-3.6	7	-8	-4	-1.6	-11
CN(C)CCN(C(=O)C1CCCCC1)c1nc2cc3c(cc2s1)OCO3	105	20	-1	-0.2	-25	4	27	-0.9	-21
Cc1occc1C(=O)Nc1ccc([N+](=O)[O-])cc1Br	102	2	2	-1.1	22	13	17	-0.8	-1
COc1ccc(CCNC(=O)CSc2nn(-c3ccccc3)c(=S)s2)cc1OC	148*	-17	6	-1.3	-6	1	8	-1.6	1
CCOP(=O)(c1ccccc1)C1(O)CCCCC1 (stereo unspecified)	93	-4	4	-2.2	-2	-2	4	-2.5	8
CCNC(=O)C1CCCN1S(=O)(=O)c1ccc(C)cc1 (stereo unspecified)	99	0	-1	-5.3	3	15	-3	-1.2	9
Cc1cc(Br)c(S(=O)(=O)NCCN2CCOCC2)cc1C	100	-6	-1	-2.4	3	3	8	-2.6	-8
Cc1ccccc1C(C(=O)NCc1ccccc1)N(Cc1ccco1)C(=O)c1ccccn1 (stereo unspecified)	104	-35	3	-2.0	-2	17	42	-2.7	-22
Cc1cccc(N2CCN(C(=O)CCCn3c(=O)[nH]c4ccsc4c3=O)CC2C)c1 (stereo unspecified)	100	-33	2	-3.6	2	1	35	-3.5	-12
C/C(=N/NC(=O)c1cccs1)c1ccc(NC(=O)COc2ccc(Cl)cc2)cc1	101	-3	7	-0.5	-3	-3	15	-1.5	-10
COC(=O)c1sccc1NC(=S)OC	101	-2	-4	-3.5	-4	8	39	-1.4	-5
COc1ccc(-n2c(C)c(C(C)=O)c3cc(OCC(N)=O)ccc32)cc1	100	-17	-5	0.2	2	0	24	0.8	-8
COc1ccccc1CN1CCCC(CNC(=O)c2cccc3ccccc23)C1 (stereo unspecified)	100	14	2	-0.8	-3	-17	14	-1.0	2
O=C(CN1C(=O)c2cccnc2Oc2ccc(Cl)cc21)NCCCc1ccccc1	102	-35	6	-1.1	-9	.	30	-1.6	-8
Cn1c(=O)c2c(ncn2CC(=O)Nc2ccc3c(c2)OCO3)n(C)c1=O	105	-6	-1	-2.0	3	11	30	-0.6	-8
CC(=O)Nc1ccc(NC(=O)Oc2ccccc2)cc1	.	2	-1	-1.4	-11	-17	10	-1.7	1
COc1cccc(C(=O)NCc2ccco2)c1OC	100	-6	-2	-4.8	-3	-5	19	-2.2	4
CCCC1/C(=N/O)CC(c2ccccc2)NC1c1ccccc1 (stereo unspecified)	4.0*[inhibitor]	-19	3	-3.1	-11	-15	-10	-5.3	-9
CCn1c(SCC(=O)NCc2ccc(C)cc2)nnc1-c1ccncc1	96	-4	-2	-1.6	-4	8	-25	-1.5	-4
OCc1nn2c(c1Br)NC(c1ccccc1)CC2C(F)(F)F (stereo unspecified)	102	-6	0	-4.3	-1	19	-28	-3.1	-9
O=C(Cc1cccs1)Nc1nc2c(s1)CCCC2	51*[inhibitor]	1	4	-1.4	4	-16	19	-4.1	-2
CNC(=O)c1cccnc1Nc1cccc(C(F)(F)F)c1	103	-2	-2	-0.7	-3	6	-7	0.6	-12
Cc1nc2ccccc2nc(C)c1=NOCc1ccc(C#N)cc1	99	-4	4	-2.6	9	-8	12	-1.8	-1

Assay outcomes deposited in PubChem BioAssay by several laboratories.
